Compound activity as filed in PubChem BioAssay.
Yfh1-off respiration: enhancers of respiration in Yfh1-depleted yeast, dose response, Friedreich's ataxia, plus single-dose screen (AID 1465); S. cerevisiae Yfh1-off respiration, WST-1 reduction, 72 h; higher fold induction means a stronger effect; fold induction at 50 µM; hits with a dose series show EC50 in µM; 220,000 tested, 0.074% active;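 active = fold induction of absorbance versus untreated yeast above a set limit, then at least 30% activation at any dose in follow-up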;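 also: activators that raise dye reduction in frataxin-depleted yeast; strong numbers were not always called active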
Autophagy HCS: autophagy modulation, high-content screen; 190,000 tested, 0.98% active; MEF GFP-LC3 puncta imaging; test concentration mostly 10 µM; calls only at 10 µM (by protocol);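 active = percentage of spot-positive cells more than 3 SD above its plate mean, without a fluorescence outlier flag or 80% toxicity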;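 also: spot-positive cell cutoff set from DMSO-treated cells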
WT yeast gro inh: growth inhibition of WT yeast, mitochondrial fusion screen | mitochondrial fusion phenotypic screen, WT strain | inhibition, % at 10 µM | 190,000 tested, 2.1% active | AID 1362; in the data active = inhibition above about 58%; tested in S. cerevisiae
Dynein transport: blocks dynein driven cargo transport along microtubules. 3617.4 mouse cells, GR-EGFP nuclear translocation imaging; test concentration mostly 20 µM; stimulated with dexamethasone, 1 µM; active compounds read low. z-score, hits read low. 220,000 tested, 0.47% active;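 active = plate z-score of nuclear minus cytoplasmic receptor signal below a set negative limit, without overly bright fluorescence or cell loss, cut at about -3.5 in these data, passing the limit was not always enough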;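 also: z-score of nuclear minus cytoplasmic ring GR-EGFP intensity difference per well; some compounds called inactive have numbers as strong as hits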
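medium = tetracycline-free induction medium containing charcoal-stripped FBS | probe or stimulus = dexamethasone, 1.0 µM final | timing = 48 h induction, then 1 h compound, then 30 min agonist, 37 °C | detection = automated 10x imaging of fixed Hoechst-stained cells | read-out basis = nuclear versus cytoplasmic GR-EGFP signal, averaged per well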
bCat nuc transl: beta-catenin nuclear translocation modulation | nuclear translocation activity, % at 5 µM | HeLa beta-catenin nuclear translocation, immunofluorescence imaging | AID 1665 | 190,000 tested, 0.3% active;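 active = nuclear translocation activity above 50% at 5 µM, with a well cell count of 50 or more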;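 also: per-cell ratio of nuclear to cytoplasmic median beta-catenin stain intensity; plate controls were DMSO negative control for no effect and GSK-3 inhibitor IX positive control for full effect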
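System: HeLa cells, endogenous beta-catenin; compound dosing: 5 µM primary single dose, 0.1% DMSO, 0.02–20 µM confirmation series; incubation: 24 h compound exposure at 37°C, 5% CO2; signal: beta-catenin immunofluorescence imaging with DAPI; evaluation: % activation, nuclear-to-cytoplasmic median beta-catenin signal ratio per cell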
Insulin prom up: MIN6 insulin promoter up-regulation. AID 1625. z-score at 5 µM. MIN6 insulin promoter-GFP reporter, high-content imaging; active compounds read high. 190,000 tested, 0.3% active;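 active = z-score above 3 at 5 µM with at least 500 cells counted in the well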
PMI inhibitors: MPI enzyme activity inhibition – biochemical, fluorescence intensity, coupled assay, primary screen (AID 1209) | purified PMI enzyme, coupled fluorescence intensity; higher % means a stronger effect | 190,000 tested, 0.42% active | inhibition, % at 20 µM; hits with a dose series show IC50 in µM;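 also: plate controls were DMSO vehicle for no effect and wells lacking substrate for full effect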
PMI inhibition: MPI inhibition at elevated mannose 6-phosphate – biochemical, fluorescence intensity, high mannose 6-phosphate, primary screen (AID 1220); recombinant PMI enzyme, coupled fluorescence intensity; higher % means a stronger effect; 190,000 tested, 0.66% active; inhibition, % at 20 µM; hits with a dose series show IC50 in µM
MT stabilizer: stabilizes microtubules in HeLa cells; HeLa tubulin immunostaining HCS, 24 h; share of cells brighter than vehicle mean+2SD; % tubulin-high responders, % at 10 µM; 200,000 tested, 0.83% active;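 active = plate Z-score above 3 for both tubulin-high and condensed-nucleus cell shares, with cell loss under 80%, at 10 µM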;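 also: anti alpha tubulin signal scored within the nucleus-defined area of each cell; some results filed as inactive read as strong as hits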
WT yeast gro inh mutant strain: further read-out of WT yeast gro inh, marked with its call; inhibition, %; mitochondrial fusion phenotypic screen, mutant strain inhibition
Dynein transport cytoplasmic EGFP: further read-out of Dynein transport, marked with its call; z-score; measured here: cytoplasmic GR-EGFP intensity; active compounds read high
Dynein transport nuclear GR-EGFP: also measured in Dynein transport; calls as there; z-score; measured here: nuclear GR-EGFP intensity;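 lower value marks the stronger effect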
Dynein transport cell count: further read-out of Dynein transport, marked with its call; z-score; measured here: cell count per field
Insulin prom up cell count: also measured in Insulin prom up; calls as there; cell count; measured here: cytotoxicity, nuclei count;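 total cells summed across four imaged fields per well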
bCat nuc transl cell count 5 µM: further read-out of bCat nuc transl, marked with its call; cell count; measured here: cell count, cytotoxicity flag
MT stabilizer Hoechst-high %: further read-out of MT stabilizer, marked with its call; % Hoechst-high responders; measured here: nuclear condensation Hoechst responders;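 share of cells brighter than vehicle mean plus two SD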
MT stabilizer cytotoxicity %: second read-out of MT stabilizer, no call of its own (marks repeat the call); toxicity, %; measured here: cytotoxicity by cell density;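 0% = mean cell density of plate MIN control wells and 100% = no cells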
Autophagy HCS cell loss 18 h: also measured in Autophagy HCS; calls as there; toxicity, %; measured here: cell loss, nuclei count;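 cell loss after 18 h compound exposure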
Starred values were filed as active, the others as inactive; i = inactive; nt = no result given; + = active, no number; & = joins results of further samples; ! = not active in a repeat. Rule as the data show it, unless noted: active = inhibition above about 50%; inactive = the rest.

smiles | Yfh1-off respiration | Autophagy HCS | Autophagy HCS cell loss 18 h | WT yeast gro inh | WT yeast gro inh mutant strain | Dynein transport | Dynein transport cytoplasmic EGFP | Dynein transport nuclear GR-EGFP | Dynein transport cell count | bCat nuc transl | bCat nuc transl cell count 5 µM | Insulin prom up | Insulin prom up cell count | PMI inhibitors | PMI inhibition | MT stabilizer | MT stabilizer Hoechst-high % | MT stabilizer cytotoxicity %
Cc1cccc(C)c1OC(=O)Cc1ccccc1 | i | i | -1 | -6 | -7 | -0.15 | 0.03 | -0.31 | 0.7 | -0.3 | 1076 | -0.21 | 1129 | 6% | 5% | 1.8 | 1.6 | 2.1
c1ccc(CCN2CCC(N3CCN(c4ccccc4)CC3)CC2)cc1 | i | i | -9 | 17 | 40 | -0.13 | -0.22 | 0.5 | 0.69 | -7.5 | 998 | -1.1 | 1047 | -1% | 3% | 3.0 | 3.4 | 11
COc1cc(/C=C/C(=O)c2c(O)n(CCc3ccccc3)c(=O)[nH]c2=O)ccc1O | i | i | -1 | 6 | 4 | -2.6 | 0.22 | -1.4 | 0.98 | 0.4 | 1151 | -0.17 | 1013 | -3% | -10% | 3.6 | 5.8 | 2.3
CCCC1C(C#N)=C(N)Oc2c1c(=O)oc1ccccc21 (stereo not drawn) | i | i | -5 | -4 | 8 | -0.27 | -0.23 | -0.3 | 0.66 | -3.1 | 1199 | nt | nt | -19% | -20% | 4.2 | 1.6 | 2.1
O=C(NC(Cc1cnc[nH]1)C(=O)O)c1ccccc1 (stereo not drawn) | i | i | 0 | 0 | 4 | -1.3 | -0.32 | -0.033 | 0.5 | -2.7 | 1101 | 0.25 | 1716 | -7% | -4% | 4.4 | 2.9 | 6.9
COc1cc(CC2(CCc3ccncc3)C(=O)N(C)C(=O)N(C)C2=O)cc(OC)c1OC | i | i | 0 | 6 | 4 | 0.73 | -0.21 | 0.76 | -0.66 | 0.4 | 1575 | -0.48 | 1547 | 3% | -3% | 2.3 | 2.3 | 3.1
CCN(CC)c1ccc(N=Cc2c(O)n(Cc3ccccc3)c(=O)[nH]c2=O)cc1 | i | +! | nt | -11&-13 | -11&-12 | 1.7&0.12 | 3&2.4 | 1.7&1 | 0.72&0.86 | 0.9&0.3 | 714&584 | 0.48&-0.14 | 979&1256 | 25%&-6% | 51%*! | 1.9&2.4 | 2.1&1.8 | 7.6&8.3
COc1ccccc1N1CCN(Cc2ccc(F)cc2)CC1 | i | i | 0 | 18 | -15 | 3.1 | -0.16 | 1.1 | -1 | 1.7 | 1078 | -0.04 | 1250 | -14% | -8% | 3.8 | 3.3 | 0.3

One compound at a time, as listed above. Values in the order: Yfh1-off respiration, Autophagy HCS, Autophagy HCS cell loss 18 h, WT yeast gro inh, WT yeast gro inh mutant strain, Dynein transport, Dynein transport cytoplasmic EGFP, Dynein transport nuclear GR-EGFP, Dynein transport cell count, bCat nuc transl, bCat nuc transl cell count 5 µM, Insulin prom up, Insulin prom up cell count, PMI inhibitors, PMI inhibition, MT stabilizer, MT stabilizer Hoechst-high %, MT stabilizer cytotoxicity %
Shown for `COc1cc(CC2(CCc3ccncc3)C(=O)N(C)C(=O)N(C)C2=O)cc(OC)c1OC` : i, i, 0, 6, 4, 0.73, -0.21, 0.76, -0.66, 0.4, 1575, -0.48, 1547, 3%, -3%, 2.3, 2.3, 3.1
Shown for `COc1cc(/C=C/C(=O)c2c(O)n(CCc3ccccc3)c(=O)[nH]c2=O)ccc1O` : i, i, -1, 6, 4, -2.6, 0.22, -1.4, 0.98, 0.4, 1151, -0.17, 1013, -3%, -10%, 3.6, 5.8, 2.3

Next structures follow.
smiles | Yfh1-off respiration | Autophagy HCS | Autophagy HCS cell loss 18 h | WT yeast gro inh | WT yeast gro inh mutant strain | Dynein transport | Dynein transport cytoplasmic EGFP | Dynein transport nuclear GR-EGFP | Dynein transport cell count | bCat nuc transl | bCat nuc transl cell count 5 µM | Insulin prom up | Insulin prom up cell count | PMI inhibitors | PMI inhibition | MT stabilizer | MT stabilizer Hoechst-high % | MT stabilizer cytotoxicity %
Cc1cc(=O)n(-c2ccccc2)n1-c1ccccc1 | i | i | 5 | 10 | 8 | 0.7 | -0.014 | 0.61 | -1.2 | 0.3 | 962 | nt | nt | 8% | -5% | 3.7 | 2.7 | 1.3
Cc1ccc(N(C)C(=O)Oc2cccc3cccnc23)cc1 | i | i | -7 | 3 | 11 | 2.6 | 0.0017 | 1.4 | -0.91 | 0.5 | 1048 | -0.83 | 1308 | 3% | 1% | 3.5 | 2.9 | 10
O=C1NC(=O)N(c2ccccc2)C(=O)/C1=C\c1ccccc1[N+](=O)[O-] | i | nt | nt | nt | nt | -0.65 | 0.59 | 0.16 | 0.62 | 0.4 | 1348 | 0.1 | 1166 | nt | nt | nt | nt | nt
Cn1c(=O)cc(OCC(=O)N2CCN(Cc3ccc4c(c3)OCO4)CC2)c2ccccc21 | i | i | -3 | 12 | 11 | -0.62 | -0.038 | -0.35 | 1.1 | 3.1 | 1172 | -1 | 1280 | 4% | 4% | 3.3 | 2.3 | 5.4
CC1CCN(C(=O)C(C)Cl)CC1 (stereo not drawn) | i | i | 3 | 0 | 12 | 0.16 | -0.27 | 0.94 | -1.8 | -0.2 | 1112 | -0.34 | 1232 | -17% | -18% | 1.5 | 1.7 | 6.4
CCOC(=O)CC(NC(=O)C(Cc1ccc(N(CCCl)CCCl)cc1)NC(C)=O)C(=O)OCC (stereo not drawn) | i | i | 22 | -14 | -2 | 0.29 | -0.29 | 0.16 | -0.39 | 0.0 | 1455 | -2.9 | 1159 | nt | nt | 9.0 | 0.9 | 28
c1ccc2c3c([nH]c2c1)C1(CCNCC1)NCC3 | i | nt | nt | nt | nt | -0.28 | -0.25 | -0.057 | -0.1 | 1.9 | 1231 | -0.13 | 1149 | nt | nt | nt | nt | nt
CN1CCc2nc(SCc3ccccc3Br)c(C#N)cc2C1 | i | i | 14 | 56 | 61 | 1.1 | -0.098 | 1.4 | -0.77 | 4.7 | 972 | -0.8 | 1621 | -1% | 29% | 4.2 | 2.0 | 16
C[C@]12CC[C@@H](O)C[C@@H]1CC[C@@H]1[C@@H]2CC[C@]2(C)C(=O)CC[C@@H]12 | i | nt | nt | -17 | 1 | nt | nt | nt | nt | -0.9 | 1209 | 0.15 | 1504 | -2% | -8% | nt | nt | nt
Cc1ccc2c(c1)C1CN(C)CCC1N2C(=O)Nc1cccc(Cl)c1 (stereo not drawn) | i | i | 4 | -88 | -30 | 0.54 | -0.25 | -0.66 | 0.1 | 4.5 | 1159 | -0.94 | 1624 | 3% | 6% | 3.3 | 1.7 | 3.3
CN1CCc2nc(SCC(=O)OC(C)(C)C)c(C#N)cc2C1 | nt | nt | nt | 20 | 2 | nt | nt | nt | nt | -2.2 | 738 | -0.4 | 931 | 5% | 32% | nt | nt | nt
Cc1ccc(S(=O)(=O)CC(C)(O)C(=O)Nc2cccc(C(F)(F)F)c2)cc1 (stereo not drawn) | i | i | 9 | 14 | 22 | 0.088 | -0.24 | -0.47 | 0.4 | nt | nt | nt | nt | 7% | 0% | 1.2 | 1.4 | 8.4
O=C(Cc1ccccc1)N1CCN(C/C=C/c2ccccc2)CC1 | i | i | -3 | -1 | 20 | -0.35 | 0.37 | 0.31 | -0.15 | -4.3 | 991 | -0.68 | 1326 | -5% | -4% | 4.5 | 1.4 | 8.2
CC1CCC(C(C)C)C(OC(=O)COC(=O)c2ccccc2N)C1 (stereo not drawn) | i | i | 2 | 60* | -12* | 0.26 | -0.24 | 0.25 | 0.31 | -2.1 | 552 | 1.6 | 952 | 6% | 7% | 3.0 | 1.8 | 8.4
O=c1[nH]c(=O)n(-c2cccc3ccccc23)c(O)c1C=NCc1ccc2c(c1)OCO2 | i | i | -13 | 0 | -4 | 1.4 | -0.19 | 0.6 | -0.38 | nt | nt | 0.52 | 917 | -3% | -8% | 1.8 | 1.7 | 3.7
C=CC1CN2CCC1CC2[C@@H](OC(=O)c1ccc(OC)cc1)c1ccnc2ccccc12 (stereo partly drawn) | i | i | 28 | 41 | 20 | 0.63 | -0.074 | 0.41 | 0.17 | 1.5 | 1023 | -0.18 | 1290 | -10% | -4% | 4.1 | 2.5 | 1.7
CNC(=O)c1cccn(Cc2cc(C(F)(F)F)cc(C(F)(F)F)c2)c1=O | i | i | 6 | -13 | 15 | 0.47 | -0.12 | 0.54 | -0.5 | 4.5 | 910 | -0.15 | 1031 | 11% | 11% | 12 | 1.7 | 0.6
CC/C(=N\N1CCN(C)CC1)c1c(O)[nH]c(=O)[nH]c1=O | i | i | -12 | -4 | 4 | 0.077 | -0.27 | 0.18 | 0.21 | -0.5 | 1063 | -0.42 | 1540 | 6% | -2% | 6.7 | 4.3 | 2.7
CN1C(=O)CC(c2ccccc2)Nc2ccccc21 (stereo not drawn) | i | nt | nt | nt | nt | -1.3 | -0.064 | -0.33 | 0.88 | 0.6 | 1298 | -0.29 | 1047 | nt | nt | nt | nt | nt
Cc1ccc(OCC(=O)Nc2ccc(Cl)cc2C(=O)c2ccccc2)cc1 | i | i | -16 | 2 | -10 | 2.6 | -0.17 | 1.8 | -1.8 | 0.7 | 1116 | -0.02 | 1346 | 9% | 7% | 2.2 | 3.7 | 4.7
CCC(=NC1CCN(Cc2ccccc2)CC1)c1c(O)[nH]c(=O)[nH]c1=O | i | i | -15 | -3 | 14 | -0.2 | -0.14 | -0.071 | 0.41 | -2.0 | 1168 | 0.6 | 1238 | -11% | -11% | 1.5 | 1.4 | 7.6
C[C@H]1CCC[C@H](O)CCCCCc2cc(O)cc(O)c2C(=O)O1 | i | i | 3 | -26 | -20 | -0.81 | -0.097 | -0.11 | 0.11 | -3.4 | 942 | 0.19 | 1213 | -2% | -1% | 11 | 8.8 | 7.6

Only part of the results is shown (hit frequency here may not be typical).
